Source: PubChem
NSD2 HMT inh: NSD2 histone methyltransferase inhibitors, primary screen, biochemical, AlphaScreen, single concentration, set 2; Histone-lysine N-methyltransferase NSD2 (Homo sapiens), O96028; NSD2 peptide methylation, 120 min; inhibition, % at 12.5 µM; 0.54% of 310,000 active; AID 743445, 2014; in the data active = inhibition above about 50%
Target sequence (O96028 whole entry, looked up): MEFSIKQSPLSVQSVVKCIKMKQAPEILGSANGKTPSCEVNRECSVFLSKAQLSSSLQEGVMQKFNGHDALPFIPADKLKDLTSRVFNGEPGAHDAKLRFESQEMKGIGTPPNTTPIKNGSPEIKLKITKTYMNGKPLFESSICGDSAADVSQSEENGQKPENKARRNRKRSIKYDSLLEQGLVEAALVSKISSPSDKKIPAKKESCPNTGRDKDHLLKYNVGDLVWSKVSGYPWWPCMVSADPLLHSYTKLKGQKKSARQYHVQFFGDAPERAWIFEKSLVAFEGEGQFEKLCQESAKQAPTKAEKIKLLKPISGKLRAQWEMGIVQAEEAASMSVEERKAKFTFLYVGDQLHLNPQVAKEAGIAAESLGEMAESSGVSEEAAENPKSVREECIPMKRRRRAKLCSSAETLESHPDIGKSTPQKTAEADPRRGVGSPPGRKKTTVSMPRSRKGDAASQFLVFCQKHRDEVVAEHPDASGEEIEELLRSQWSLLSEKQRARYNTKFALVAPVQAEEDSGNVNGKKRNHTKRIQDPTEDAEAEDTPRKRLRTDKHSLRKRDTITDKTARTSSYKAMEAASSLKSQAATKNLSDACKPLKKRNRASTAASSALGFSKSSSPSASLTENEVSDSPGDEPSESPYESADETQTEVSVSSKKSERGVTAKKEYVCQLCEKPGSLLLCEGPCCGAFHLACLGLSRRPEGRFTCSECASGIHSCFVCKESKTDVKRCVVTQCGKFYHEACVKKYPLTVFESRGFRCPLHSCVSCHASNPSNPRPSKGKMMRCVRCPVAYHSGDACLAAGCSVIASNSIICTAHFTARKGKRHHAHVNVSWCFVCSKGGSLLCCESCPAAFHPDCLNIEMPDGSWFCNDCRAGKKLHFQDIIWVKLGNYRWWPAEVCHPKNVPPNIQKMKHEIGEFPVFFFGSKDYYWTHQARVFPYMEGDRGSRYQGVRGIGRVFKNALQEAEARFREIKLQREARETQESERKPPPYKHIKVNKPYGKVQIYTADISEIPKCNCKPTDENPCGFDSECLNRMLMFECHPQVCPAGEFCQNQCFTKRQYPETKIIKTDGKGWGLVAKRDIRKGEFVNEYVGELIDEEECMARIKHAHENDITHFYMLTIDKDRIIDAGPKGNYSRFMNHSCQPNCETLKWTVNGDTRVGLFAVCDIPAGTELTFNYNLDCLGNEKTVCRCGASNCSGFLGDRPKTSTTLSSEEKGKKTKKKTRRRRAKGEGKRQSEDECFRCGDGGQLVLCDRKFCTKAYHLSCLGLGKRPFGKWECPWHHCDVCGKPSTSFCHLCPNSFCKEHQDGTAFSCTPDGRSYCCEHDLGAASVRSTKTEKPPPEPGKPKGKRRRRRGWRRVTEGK
* = called active by the depositor. These rows are one share of the data; the hit share may differ from the screen's.

SMILES	NSD2 HMT inh
CCc1nc2ccc(C(=O)Nc3cccc(NS(C)(=O)=O)c3)cn2c1N(C)C(=O)Cc1ccccc1	-1.8
CSCCC(C(=O)NC1CCCC1)n1c(C2CC2)nc2ccccc21 (stereo unspecified)	-1.8
COc1ccc(S(=O)(=O)N2CCCCC2c2cc(C(=O)Nc3ccc4c(c3)OCO4)no2)cc1 (stereo unspecified)	0.9
COc1ccc(CN2CCC2(C)C(=O)Nc2ccc(OC)c(OC)c2)cc1 (stereo unspecified)	1.3
Nc1cc(=O)c2[nH]cnc2[nH]1	-1.2
CN(C)c1ccc(C(CNC(=O)c2ccc(Br)o2)N2CCCC2)cc1 (stereo unspecified)	6.3
CCCCC(=O)N[C@H]1CC[C@@]23CCCN2C(=O)CCC[C@H]3[C@H]1CCC	-1.2
Cn1nc(NC(=O)C(F)(F)F)c2nccnc21	4.2
CCCN(CC1CC1)C(=O)CN1C(=O)C2CCCCN2C(=O)c2ccccc21 (stereo unspecified)	-5.2
COCOc1cccc(CN2CCC2(C)C(=O)Nc2ccc3c(c2)OCO3)c1 (stereo unspecified)	1.6
CCc1nc2ccc(C(=O)NCCOc3ccc(OC)cc3)cn2c1N(CCN(C)C)CC1CC1	5.8
O=C(NCc1ccccc1)C(c1ccc(F)cc1)N1CCN(CCN2CCOCC2)CC1 (stereo unspecified)	-4.0
CSc1ccc(OC2(C)CCN(Cc3ccc(C(C)C)cc3)C2)cc1 (stereo unspecified)	3.9
CC(c1ccon1)N(C)C(=O)c1cccc(OC2CCN(S(C)(=O)=O)CC2)c1 (stereo unspecified)	-2.0
CC(C)(C)c1ccc(C(=O)N2CCC2(C)C(=O)Nc2cccc3ccccc23)cc1 (stereo unspecified)	0.7
CCc1nc2c(OCc3c(C)noc3C)cccn2c1N(C)C(=O)c1ccccc1F	5.1
COc1ccc2[nH]cc(C(=O)CN3CCCCC3C)c2c1 (stereo unspecified)	-0.3
O=C(NCCCn1ccnc1)c1cc2c(ccc3ccccc32)o1	3.4
COc1ccc(C(=O)N2CCN(S(=O)(=O)c3ccc4c(c3)OCCO4)CC2)cc1	9.2
Clc1ccc(-c2nc(CSc3ccccn3)cs2)cc1	-7.8
N#CC(=Cc1cccs1)c1nc(-c2ccc(Cl)cc2)cs1	-1.6
CCCCCCCc1c(C#N)c(N)[nH]c(=S)c1C#N	4.3
COc1ccc(S(=O)(=O)Nc2nc3ccccc3nc2Nc2ccc3c(c2)OCO3)cc1	4.0
COC(=O)C1=C(C)N(C)C(=NCc2ccc(C(F)(F)F)cc2)NC1c1ccc(F)cc1 (stereo unspecified)	-0.9
O=C(COC(=O)c1ccc(Cl)c(S(=O)(=O)N2CCCCCC2)c1)NCc1ccccc1	-2.3
COc1cccc(-c2cnc3c(NC=O)cc(-c4ccc(OC)cc4OC)cn23)c1	-1.0
Cc1cccc(C)c1NC(=O)C1CCCN1S(=O)(=O)c1cccc2cccnc12 (stereo unspecified)	-3.7
O=C(NCC(F)(F)F)c1ccc(S(=O)(=O)NCCc2ccc3c(c2)OCCO3)cc1	0.8
CCc1nc2ccc(C(=O)Nc3cccc(OC)c3)cn2c1N(CC)CCOC	-4.7
CCOP(=O)(OCC)C(Cc1ccccc1)N=C(c1ccccc1)c1ccccc1 (stereo unspecified)	12.9

5 neighbouring compounds out of the list so far, for reference:
SMILES	NSD2 HMT inh
CCc1nc2c(OCc3c(C)noc3C)cccn2c1N(C)C(=O)c1ccccc1F	5.1
COc1ccc2[nH]cc(C(=O)CN3CCCCC3C)c2c1 (stereo unspecified)	-0.3
O=C(NCCCn1ccnc1)c1cc2c(ccc3ccccc32)o1	3.4
COc1ccc(C(=O)N2CCN(S(=O)(=O)c3ccc4c(c3)OCCO4)CC2)cc1	9.2
Clc1ccc(-c2nc(CSc3ccccn3)cs2)cc1	-7.8

Next records:
SMILES	NSD2 HMT inh
CCn1c(O)c(C=Nc2ccccc2)sc1=S	-1.0
S=c1[nH]nc(-c2cc(-c3ccccc3)n[nH]2)n1/N=C/c1cccc2ccccc12	7.2
Cc1cccnc1C(NC(=O)C1CCN(Cc2ccc3ccccc3n2)CC1)c1ccc(Cl)cc1 (stereo unspecified)	0.5
COCCCNc1nccn2ccnc12	-5.6
Cc1ccc(S(=O)(=O)N(C)C)cc1NC(=O)CN1C(=O)NC2(CCc3ccccc32)C1=O (stereo unspecified)	0.8
S=C1N(c2ccccc2)CN(CCN2CCOCC2)CN1c1ccccc1	0.9
O=C(NC(c1ccc(-c2ccccc2)cc1)c1cnccn1)C1CCN(Cc2cccc(C(F)(F)F)c2)CC1 (stereo unspecified)	2.4
O=C(C1CCCN(S(=O)(=O)c2cccc3ccccc23)C1)N1CCN(Cc2ccccc2)CC1 (stereo unspecified)	7.6
CCCNC(=O)C1(C)CCN(C(=O)Cc2ccc(OC)c(OC)c2)C1 (stereo unspecified)	-2.8
CC1CCN(c2nc3c(c(=O)[nH]c(=O)n3C)n2CCSc2nc3ccccc3o2)CC1	3.4
N#CCN1CCC(c2cc(-c3ccco3)n[nH]2)CC1	18.3
N#CC(c1ccccc1)c1ccc([N+](=O)[O-])cc1 (stereo unspecified)	5.1
N#CC(=Cc1ccc(-c2ccccc2)cc1)C(=O)c1ccccc1	10.1
CC(=O)NC1CC2CCCC(C1)N2C(=O)Nc1ccc(Cl)cc1 (stereo unspecified)	-0.8
O=C(c1ccc(N2CCCC2=O)cc1)N1CCN(c2ccc(C(F)(F)F)cc2[N+](=O)[O-])CC1	-2.4
CC(C)NC(=O)C1(C)CCN1C(=O)c1ccccc1 (stereo unspecified)	1.2
CN(C)S(=O)(=O)c1cccc(NC(=O)c2ccccc2SCC(=O)N2CCCC2)c1	-3.4
COc1ccc2c(c1)c(C(=O)CN1CCN(c3ccccc3)CC1)c(C)n2C	8.3
CCCC(=O)N1CCC1(C)C(=O)Nc1ccc2nccnc2c1 (stereo unspecified)	-3.6
O=C(NCc1ccccc1CN1CCCC1)C1CCN(C(=O)c2ccc(Cl)cc2)CC1	3.1
CCCNC(=O)C1(C)CCN(CCC(=O)c2ccc(Br)cc2)C1 (stereo unspecified)	-1.3
COc1cc2ccc(CC(N)=O)cc2cc1OC	9.4
COc1ccc(F)cc1CN1CCN(c2ncnc3scc(-c4ccccc4)c23)CC1	1.1
c1ccc(OCc2nnc(SCc3nc4ccccc4[nH]3)n2-c2ccccc2)cc1	-1.6
Cc1cc(C)cc(-n2c3ccc(NC(=O)Cc4cccc5ccccc45)cc3c(=O)n2C)c1	-0.3
COc1cccc(C(=O)N2CCN(Cc3nc(-c4ccoc4)oc3C)CC2)c1	-7.3
COc1ccc(C(=O)CSC(=S)N2CCCCC2)cc1	-6.5
CC1CCN(CCCNS(=O)(=O)c2cc3c(cc2Br)CCN3C(=O)C2CC2)CC1	-1.5
Cc1cccc(-c2nnc(SCC(=O)Nc3ccc(OCc4ccccc4)cc3)n2Cc2ccco2)c1	2.8
COC(=O)c1ccc2cn[nH]c2c1	-1.6

The final 2 entries of the section before come first, to join the parts:
SMILES	NSD2 HMT inh
Cc1cccc(-c2nnc(SCC(=O)Nc3ccc(OCc4ccccc4)cc3)n2Cc2ccco2)c1	2.8
COC(=O)c1ccc2cn[nH]c2c1	-1.6
CCN(C(=O)CN1C(=O)NC2(CCC(C)CC2)C1=O)C1CCCCC1 (stereo unspecified)	3.7
COC(=O)[C@@]12C[C@@H](CC(=O)NCC34CC5CC(CC(C5)C3)C4)C(=O)N(Cc3ccco3)C1=CCC(C)(C)C2	-1.8
CC(=O)Nc1cc(-c2cccc(C(=O)NCCN(C)C)c2)cn2c(-c3ccc(S(C)(=O)=O)cc3)cnc12	-1.2
Cc1ccc(C)c(NC(=O)COC(=O)c2ccc(S(=O)(=O)N3CCCC3)cc2)c1	-0.8
CCc1nc2ccc(C(=O)N3CCN(S(=O)(=O)CC)CC3)cn2c1N(C)CCC(C)C	0.4
OC[C@@H]1CN(Cc2ccccc2)C[C@H](n2ccc3c(N4CCCC4)ncnc32)O1	25.9
CN(C(=O)CN1CCN(c2cc(-c3ccc(-c4ccccc4)cc3)ncn2)CC1)c1ccccc1	-4.9
CC(=O)NC(c1cccc(F)c1)c1nc(-c2cccc(F)c2)cs1 (stereo unspecified)	1.0
CCOC(=O)N(C)c1c(CC)nc2c(OCc3ccccc3)cccn12	0.1
CC1(C)OC2COC(c3[nH]nc4c(=O)[nH]c(=O)[nH]c34)C2O1 (stereo unspecified)	-1.4
Cc1ccc(NC(=O)CSc2nnc(-c3ccccc3F)n2-c2ccccc2)c(C)c1	-0.1
CC1Cn2c(Cc3ccccc3)nnc2S1 (stereo unspecified)	2.4
CC(OCCN(C)C)C(=O)C12CC3CC(CC(C3)C1)C2 (stereo unspecified)	3.0
Cc1ccc(CNC(=O)CN2NS(=O)(=O)c3ccccc3C2=O)cc1	0.2
CCOC(=O)N(C)c1c(CC)nc2c(OCc3ccc(OC(F)F)cc3)cccn12	0.5

The list goes on, overlapping the part above by five compounds.
SMILES	NSD2 HMT inh
Cc1ccc(NC(=O)CSc2nnc(-c3ccccc3F)n2-c2ccccc2)c(C)c1	-0.1
CC1Cn2c(Cc3ccccc3)nnc2S1 (stereo unspecified)	2.4
CC(OCCN(C)C)C(=O)C12CC3CC(CC(C3)C1)C2 (stereo unspecified)	3.0
Cc1ccc(CNC(=O)CN2NS(=O)(=O)c3ccccc3C2=O)cc1	0.2
CCOC(=O)N(C)c1c(CC)nc2c(OCc3ccc(OC(F)F)cc3)cccn12	0.5
Cc1nnsc1C(=O)N1CCCC(C)(C(=O)NS(=O)(=O)C2CC2)C1 (stereo unspecified)	-3.1
CCc1ccc(N2CN(CCc3ccccc3)CNC2=S)cc1	4.3
Cc1ccccc1CNC(=O)C1CCC(CNS(=O)(=O)c2cccc3cccnc23)CC1 (stereo unspecified)	0.3
COC(=O)c1cc(S(=O)(=O)N2CCN(c3ccccc3Cl)CC2)cn1C	28.1
N#CCCN(C(=S)Nc1ccc(Cl)c(Cl)c1)C1CCCCC1	0.6
CCCc1c(C(=O)N/N=C(\C)c2cc(C)sc2C)nnn1-c1nonc1N	6.6
C#CCOc1ccc(/C=C2/C(=O)N(c3ccc(S(N)(=O)=O)cc3)N=C2C)cc1OC	5.2
Cc1cc(-c2nc(C)c(C(=O)NNS(=O)(=O)c3cccc(C(F)(F)F)c3)s2)no1	-0.3
c1ccc(Sc2ccncc2)cc1	-1.7
Cc1cccc(C)c1NC(=O)[C@@H]1CC(=O)O[C@@H]1c1ccccc1	-5.1
Cc1cc2nc[nH]c(=O)n2n1	-0.6
CCOc1ccccc1-c1ccc(C(=O)NCc2ccc(Cl)cc2)o1	-1.3
Cn1c(=O)c2cc(S(=O)(=O)N3CCN(c4ccc(F)cc4)CC3)ccc2n(C)c1=O	-3.2
Nc1c(Br)cc(Br)c2c1[nH]c(=O)c1ccccc12	73.1*
CCc1nc2ccc(C(=O)Nc3cccc(OC)c3)cn2c1N(CC)Cc1cccc(Br)c1	0.0
Cc1cccc(C)c1NC(=O)CN(C)C(=O)c1ccc(OCc2ccccc2)cc1	-2.0
CCOC(=O)C1(C)CCN1C(=O)c1ccco1 (stereo unspecified)	-1.2
COC(=O)C1=C(C)N(C)C(=NCC2CC2)NC1c1cccc(F)c1 (stereo unspecified)	37.0
CC1(CCc2ccccc2)NC(=O)N(CC(=O)N2CCc3ccccc32)C1=O (stereo unspecified)	7.5
OC(c1ccccc1)C(O)c1ccccc1 (stereo unspecified)	0.5
Cc1ccc(C(=O)C2C(=O)C3CCC2C3)cc1 (stereo unspecified)	-2.0
CCc1nc2ccc(C(=O)NCCc3ccccn3)cn2c1N(CCC(C)C)CCN(C)C	1.8
O=C1C(=Cc2ccc(F)cc2)CCc2ccccc21	-2.1
COc1ccc(NC(=O)COC(=O)CN2C(=O)C3CCCCC3C2=O)cc1 (stereo unspecified)	-0.9
COc1ccc(NC(=O)C2(C)Cc3c(-c4cccc(NC(C)=O)c4)ccnc3O2)cc1OC (stereo unspecified)	2.0
CCCOc1ccc(F)cc1-c1cc(C(=O)NCc2ccccc2)[nH]n1	-2.4
COC(=O)C(Cc1ccc(O)cc1)NS(=O)(=O)Cc1ccccc1 (stereo unspecified)	3.9
COc1ccc(-c2cc(NC=O)c3ncc(-c4ccc(OC)c(OC)c4)n3c2)cc1OC	0.7
Cc1ccc(F)cc1NC(=O)C1CC(=O)N(Cc2ccccc2)C1 (stereo unspecified)	-1.1
O=C(Cn1c(=O)c2cccn2c2cccnc21)NCCCN1CCN(c2ccc(Cl)cc2)CC1	1.3
O=C(O)c1cc2ccccc2c2c1C(=O)c1ccccc1-2	-2.5
CC(=O)NC(C)(c1ccccc1)c1nc(-c2cccc(C(F)(F)F)c2)cs1 (stereo unspecified)	-1.5
CCCC(=O)N1CCCC(c2cc(C(=O)NCc3ccccc3)no2)C1 (stereo unspecified)	-0.7
CS(=O)(=O)Nc1ccccc1C(=O)N1CCN(c2ccccc2)CC1	0.0
COc1cccc(C(=O)c2ccccc2NC(C)=O)c1	-0.3
COC(=O)[C@]12CCCCC=C1N(CCc1ccc(OC)c(OC)c1)C(=O)[C@H](CC(=O)NCc1cccc(C(F)(F)F)c1)C2	-1.0
COc1c(C)cc(C(O)c2ncc(-c3cccc(C(F)(F)F)c3)[nH]2)cc1C (stereo unspecified)	0.3
O=C(c1cc(C2CC2)nn1-c1ccccc1)N1CCN(S(=O)(=O)c2ccc(F)cc2)CC1	-0.4
COc1cccc(NC(=O)c2ccc3nc(C)c(N(C)Cc4ccc(NC(C)=O)cc4)n3c2)c1	3.6
Cn1c(=O)c2cc3ccc(Cl)cc3nc2n(C)c1=O	-2.4
O=C(NCc1ccccc1OC(F)(F)F)C1CCC(=O)N(CCCN2CCOCC2)C1 (stereo unspecified)	0.2
COc1ccc(C(NC(=O)C2CCN(CCOc3ccc(F)cc3)CC2)c2cccs2)cc1 (stereo unspecified)	-0.6
CCC1(C2C=COC=C2)NC(=O)NC1=O (stereo unspecified)	-5.4
CC(=O)Nc1cccc(-c2ccnc3c2CC(C(=O)NCCc2ccccc2)O3)c1 (stereo unspecified)	-0.3
Cc1sc2ncnc(SCC(=O)NC3CCS(=O)(=O)C3)c2c1C (stereo unspecified)	-1.7
O=C(Nc1ccccc1Cl)c1cc(C2CCCN(S(=O)(=O)c3cccs3)C2)on1 (stereo unspecified)	-1.9
COCC(O)Cn1ccnc1N=Nc1ccccc1 (stereo unspecified)	2.2
